Screening data deposited in PubChem by National Center for Advancing Translational Sciences (NCATS).
ASM inhibitor = human S-ASM enzyme inhibition; 0.006% of 340,000 active; placental ASM, HMU-PC fluorogenic substrate, 60 min; Potency, µM (series often up to 57.5 µM), without a hit: at the top dose activity change, negative = inhibition, usual class: inhibitors; AID 504937; P17405; further: potency means the concentration at half of the fitted maximal effect
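Fluorogenic HMU-PC substrate (9 uM final) is turned over by placental ASM in 60 min at 37 C after a 10 min compound preincubation. Reaction ended by alkaline stop (pH 10), with fluorescence read at 386/447 nm.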
KCNH2 WT inh = KCNH2 (human, wildtype) channel inhibition | Q12809 | U2OS, BacMam KCNH2, thallium flux FluxOr; hits give low values | activity change, % at 1.84 µM | 0.37% of 340,000 active;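 active means maximum activity change below -70%; inconclusive means maximum activity change between -70% and -50%; inactive means maximum activity change above -50%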; further: on the % scale 0 is the no-effect control and ±100 the full control effect
Target sequence (Q12809 whole entry, looked up): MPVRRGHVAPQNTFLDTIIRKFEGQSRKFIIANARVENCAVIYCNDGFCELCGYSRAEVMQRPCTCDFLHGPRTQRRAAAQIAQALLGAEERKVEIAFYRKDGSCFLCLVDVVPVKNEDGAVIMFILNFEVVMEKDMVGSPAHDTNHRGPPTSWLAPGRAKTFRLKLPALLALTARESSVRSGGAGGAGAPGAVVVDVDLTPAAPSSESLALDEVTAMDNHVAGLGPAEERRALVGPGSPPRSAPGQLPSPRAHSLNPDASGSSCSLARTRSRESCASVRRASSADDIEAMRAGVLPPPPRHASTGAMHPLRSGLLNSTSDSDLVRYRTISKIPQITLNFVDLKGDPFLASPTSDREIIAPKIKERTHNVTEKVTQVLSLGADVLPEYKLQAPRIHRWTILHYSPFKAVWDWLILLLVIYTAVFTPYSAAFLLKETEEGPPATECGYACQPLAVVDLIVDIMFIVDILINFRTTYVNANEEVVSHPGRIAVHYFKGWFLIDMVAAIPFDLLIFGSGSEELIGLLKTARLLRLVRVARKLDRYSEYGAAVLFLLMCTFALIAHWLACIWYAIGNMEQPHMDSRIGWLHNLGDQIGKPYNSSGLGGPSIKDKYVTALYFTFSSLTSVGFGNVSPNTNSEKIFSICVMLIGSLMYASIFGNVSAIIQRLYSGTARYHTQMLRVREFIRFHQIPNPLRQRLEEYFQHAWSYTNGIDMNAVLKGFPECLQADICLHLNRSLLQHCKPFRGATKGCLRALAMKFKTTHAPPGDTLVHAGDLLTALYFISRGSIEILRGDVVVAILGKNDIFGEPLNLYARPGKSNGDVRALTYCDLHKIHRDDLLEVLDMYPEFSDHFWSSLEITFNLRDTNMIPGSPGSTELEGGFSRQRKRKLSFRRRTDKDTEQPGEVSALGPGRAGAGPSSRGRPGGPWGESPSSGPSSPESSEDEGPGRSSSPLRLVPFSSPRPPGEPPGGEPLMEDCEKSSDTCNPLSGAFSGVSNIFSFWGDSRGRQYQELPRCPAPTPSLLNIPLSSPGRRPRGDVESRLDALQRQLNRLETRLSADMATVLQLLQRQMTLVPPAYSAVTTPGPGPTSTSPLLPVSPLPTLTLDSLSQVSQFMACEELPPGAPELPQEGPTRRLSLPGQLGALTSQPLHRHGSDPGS
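U2OS cells transduced with wild-type KCNH2 virus are loaded with FluxOr dye for 45 min, and thallium flux is measured in kinetic reads before and after stimulation buffer. Rate constants are normalized to DMSO controls.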
GALK inh = galactokinase (human) inhibition; P51570; Purified GALK, Kinase-Glo residual ATP luminescence; Potency, µM (doses to about 57.5 µM), for inactives: top-dose activity change, negative = inhibition, most hits filed as inhibitors; 0.007% of 270,000 active; further: potency means the concentration at half of the fitted maximal effect; on the % scale 0 is the no-effect control and ±100 the full control effect
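Galactose (100 uM) and ATP (35 uM) were turned over by 5 nM GALK for 1 h at RT. Kinase-Glo Plus then converted the remaining ATP into a luminescent signal.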
MLL CXXC-DNA inh = MLL CXXC-DNA interaction inhibition | Potency, µM (series often up to 115 µM), inactives show at the top dose activity change, negative = inhibition, hits mostly inhibitors | 0.037% of 290,000 active | MLL-CXXC / FITC-HOXA9 DNA fluorescence polarization | AID 2662; active means well fitted inhibition curve with a large enough effect in the polarisation, with a control signal flat, not every such curve was filed as active; inconclusive means small, poorly fitted or top-dose-only effect, or effect the other way, or a change in a side signal; inactive means no such curve, though single readings can be large or run the other way; the % refers to the polarisation; further: potency means the concentration at half of the fitted maximal effect
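Fluorescence polarization: 7 uM MLL-CXXC (stock) preincubated 5 min with compounds, then 50 nM fluorescein-HOX-A9 DNA (stock) added; 30 min ambient. Buffer 50 mM Tris-HCl pH 7.5, 50 mM NaCl, 1 mM DTT, 0.05% BSA.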
TRPV1 ag = human TRPV1 agonism. activation, % at 8.33 µM. TRPV1-expressing cells, Fluo-8 calcium influx, agonist mode. 0.19% of 320,000 active; in the data active means activation above about 80%; inconclusive means between about 30% and that limit; further: 0% is about no effect
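Fluo-8 calcium influx in TRPV1-expressing cells, kinetic read (ex 480/em 520 nm). Compound added and read 3 min for agonist activity, followed by capsaicin at EC20 final and 2 min further read for enhancement.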
AT treatment = candidate therapy for ataxia-telangiectasia | […] A-T fibroblasts, KAP-1 phosphorylation AlphaLISA; neocarzinostatin DNA damage 30 min before lysis | Potency, µM (doses to about 57.5 µM), for inactives: at the top dose activation, usual class: activators | 0.19% of 320,000 active | AID 485349; further: potency means the concentration at half of the fitted maximal effect; % of control where 0% means no effect; nearly all actives have a fitted effect of over 45% in size
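hTERT-immortalized A-T patient fibroblasts ([…]), 500 cells/well in OPTI-MEM, 1% FBS, got compounds for 60 min, then NCS for 30 min at 37C. Lysates were then assayed for phospho-KAP-1 by AlphaLISA (anti-pKAP1 donor, anti-KAP1 acceptor beads), 6 hr at 25C.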
KCNH2 3.1 inh = inhibitors of human KCNH2 3.1 potassium channel isoform; U2OS KCNH2 3.1, thallium flux FluxOr; hits give low values; activity change, % (tested at about 1.8 µM); 0.95% of 340,000 active;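 active means maximum activity change below -70%; inconclusive means maximum activity change from -70% to -50%; inactive means maximum activity change above -50%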;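 further: thallium influx rate constant from kinetic fluorescence after stimulation buffer; on the % scale 0 is the no-effect control and ±100 the full control effect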
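Steps: virus added to U2OS suspension (4 h, RT, dark); medium with 10% FBS added, cells plated, 37 C overnight; FluxOr/Red40 loading buffer 45 min RT; stimulation buffer, 2 min kinetic read; rate constant normalized.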
FBPA coupling cs = inhibits coupling enzyme system, counter-screen for aldolase hits; coupling enzyme system counterscreen, AmpLite Red fluorescence; activity change, negative = inhibition, % at 58.2 µM, hits read low; 0.67% of 290,000 active; in the data active means activity change below about -30%; further: on the % scale 0 is the no-effect control and ±100 the full control effect
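Counterscreen lacking aldolase: glyceraldehyde-3-phosphate coupling-enzyme reagent preincubated 10 min at RT with compound (at 57.5 uM final), then substrate/coupling system with AmpLite Red added; fluorescence read at 525/598 nm after 20 min RT.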
MBNL1-CUG inh = inhibitors of human MBNL1 binding to CUG repeat RNA; TR-FRET MBNL1-His/biotin-(CUG)12 binding, 665/545 ratio; Q9NR56; 0.036% of 280,000 active; AID 2675; Potency, µM (titrated, usually from 57.5 µM), for the others: at the top dose activity change, negative = inhibition, actives largely listed as inhibitors; active means well fitted inhibition curve with a large enough effect in the signal ratio, with a control signal flat, not every such curve was filed as active; inconclusive means small, poorly fitted or top-dose-only effect, or effect the other way, or a change in a side signal; inactive means no such curve, though single readings can be large or run the other way; the % refers to the signal ratio; further: potency means the concentration at half of the fitted maximal effect; on the % scale 0 is the no-effect control and ±100 the full control effect
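Compound titration spanned 92 nM–58 uM against the MBNL1-His/biotin-(CUG)12 complex. After 60 min at room temperature with 5 nM streptavidin-XL665 and 0.055 ng/ul terbium anti-His, ratiometric 665/545 nm emission (Ex 340 nm) normalized to controls.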
a7 integrin act = activates integrin-mediated alleviation for muscular dystrophy; Potency, µM (series often up to 38.3 µM), inactives show at the highest dose activation, actives largely listed as activators; alpha7betagal myoblasts, beta-gal FDG fluorescence, 48 h; 0.064% of 350,000 active;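 further: potency means the concentration at half of the fitted maximal effect; 100% = response of the positive control SU9516; nearly all actives have a fitted effect of over 60% in size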
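alpha7betagal+/- myoblasts (passage 13, 250/well) treated 48 h at 37C with compounds at 1:260 dilution of DMSO stock. Lysed, then beta-galactosidase activity read as FDG fluorescence (ex 480/em 540) after 30 min, with pre-read for autofluorescence.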
The depositor's hits bear a star; i = inactive; ? = inconclusive; . = not tested or not shown; [ ] = remark or other dose. Unless noted, the call rests on the fitted dose curve; in most records, active means well fitted curve in the direction sought with a large enough effect; inconclusive means small, poorly fitted or top-dose-only effect, or another doubt; inactive means no such curve, though single readings can be large; an effect the other way counts as inactive or inconclusive.

SMILES	ASM inhibitor	KCNH2 WT inh	GALK inh	MLL CXXC-DNA inh	TRPV1 ag	AT treatment	KCNH2 3.1 inh	FBPA coupling cs	MBNL1-CUG inh	a7 integrin act
C=CCNC(=O)c1cc2c(=O)n3cccc(C)c3nc2s1	i	6	-2%	10%	4	-10%	11	-1	?	?
O=C(Cc1n[nH]c(=O)c2ccccc12)N/N=C/c1cc2c(cc1Cl)OCO2	0%	-10	-1%	45%[activator]	-2	-6%	-6	0	3%	41%
CC(=O)Nc1ccc(-n2cnnn2)cc1	4%	6	-3%	6%	1	1%	4	0	5%	1%
CCCN1CCN(C2CCCCC2NS(=O)(=O)c2ccccc2)CC1 (stereo not drawn)	-2%	86	-5%	2%	-1	-7%	-6	0	1%	-11%
O=C(c1cccc(S(=O)(=O)NCc2ccccc2)c1)N1CCN(c2ccc(F)cc2)CC1	-4%	9	.	.	-1	-8%	-32	.	.	-2%
COC(=O)Nc1ccc(C)c(NC(=O)OC)c1	2%	4	0%	-2%	-6	1%	-9	1	-3%	-5%
COC(=O)c1sc2[nH]c(=S)n(N)c(=O)c2c1C	7%	-6	-2%	0%	3	-1%	6	-20	37%[activator]	14%
CC(=O)OCCN1C(=O)c2ccc(-c3nc4ccccc4c(=O)o3)cc2C1=O	24%	2	.	.	.	.	-8	.	.	1%
C[C@H]1CN=C(N(C)C)N1CCCC1CCCC1	1%	20	.	.	2	3%	-41	.	.	-2%
COc1ccc(N(CC(O)Cn2c(C)nc3ccccc32)S(=O)(=O)c2ccccc2)cc1 (stereo not drawn)	4%	18	1%	3%	-2	.	-42	0	.	16%
CC(C)OC(=O)c1ccc(NC(=O)Cn2c(-c3nonc3N)nc3ccccc32)cc1	0%	-4	-2%	6%	2	.	-2	1	-13%	2%
O=C(c1ccc(C(F)(F)F)cc1)C1CCCN(C(=O)CCc2ccncc2)C1 (stereo not drawn)	3%	3	5%	-9%	87*	21%	-5	.	-10%	-38%
CCOC(=O)C1CCN(c2c(NCCCN(C)C3CCCCC3)c(=O)c2=O)CC1	6%	2	-1%	-2%	0	3%	8	1	5%	-13%
COc1cccc(N2C(=O)[C@H]3C(C(=O)c4cnccn4)=NN[C@H]3C2=O)c1	-2%	-1	-3%	1%	2	3%	6	0	?	-3%
CCOC(=O)C1CCCCN1C(=O)c1cc2ccc(OC)cc2c2cc(OC)c(OC)cc12 (stereo not drawn)	-17%	-10	.	.	.	.	5	.	.	-7%
CCC(C)C(=O)Nc1ccc(OC)cc1[N+](=O)[O-] (stereo not drawn)	2%	-4	0%	1%	0	-1%	-19	1	.	1%
CCCCn1c(CCCNC(=O)c2ccco2)nc2ccccc21	6%	17	-4%	-4%	16	1%	-10	-1	3%	5%
O=C(COc1cc2oc(=O)c3c(c2cc1Cl)CCCC3)NCc1cccnc1	2%	7	-7%	9%	6	6%	-2	.	-6%	5%
CCc1nnc(NS(=O)(=O)c2ccc(N/C=C\C(=O)c3ccc(F)cc3)cc2)s1	58%[activator]	3	4%	-13%	-2	22%	-8	15	?	12%
Cc1ccc(SC(=O)COc2ccc(C)c(C)c2)cc1	0%	11	-1%	-7%	2	1%	9	1	-4%	8%
O=C(COC(=O)CNC(=O)C1CCCCC1)NCc1ccc(Cl)cc1	-2%	0	.	.	.	9%	-4	.	.	7%
C=CC[N+]1(CC#CCOC(c2ccccc2)c2ccccc2)CCOCC1	6%	4	3%	0%	0	-1%	-3	1	3%	3%
Cc1cccc(CCNC(=O)C2CCCN(S(=O)(=O)c3cccc4nsnc34)C2)c1 (stereo not drawn)	-2%	-6	3%	17%	3	-1%	-3	4	?	-10%
CCOC(=O)c1cn(CC(=O)Nc2ccc(OC)cc2OC)nn1	-4%	9	2%	14%	-4	2%	-12	1	-4%	7%
COc1ccccc1-c1nc2n(n1)C(c1ccc(Cl)cc1)C(C(N)=O)=C(C)N2 (stereo not drawn)	6%	-8	-3%	8%	3	0%	0	2	-8%	9%

Profiles from above:
CC(C)OC(=O)c1ccc(NC(=O)Cn2c(-c3nonc3N)nc3ccccc32)cc1 as listed: ASM inhibitor: 0%; KCNH2 WT inh: -4; GALK inh: -2%; MLL CXXC-DNA inh: 6%; TRPV1 ag: 2; AT treatment: .; KCNH2 3.1 inh: -2; FBPA coupling cs: 1; MBNL1-CUG inh: -13%; a7 integrin act: 2%
Cc1ccc(SC(=O)COc2ccc(C)c(C)c2)cc1 as listed: ASM inhibitor: 0%; KCNH2 WT inh: 11; GALK inh: -1%; MLL CXXC-DNA inh: -7%; TRPV1 ag: 2; AT treatment: 1%; KCNH2 3.1 inh: 9; FBPA coupling cs: 1; MBNL1-CUG inh: -4%; a7 integrin act: 8%

Later entries:
SMILES	ASM inhibitor	KCNH2 WT inh	GALK inh	MLL CXXC-DNA inh	TRPV1 ag	AT treatment	KCNH2 3.1 inh	FBPA coupling cs	MBNL1-CUG inh	a7 integrin act
Cc1ccnc(Nc2nc3ccccc3o2)n1	2%	3	6%	-16%	-1	-4%	4	2	?	2%
CCOC(=O)CC(C(=O)OCC)P(=O)(c1ccccc1)c1ccccc1 (stereo not drawn)	4%	4	8%	6%	-1	9%	-5	-3	6%	-7%
Cc1ccccc1C1CC(c2ccccc2OC(F)F)Nc2ncnn21 (stereo not drawn)	3%	7	0%	-7%	?	6%	5	-8	-2%	?
O=C(CCN1C(=O)CSc2ccccc21)Nc1ccc(C(F)(F)F)cc1	-2%	-1	.	.	0	-10%	-14	.	.	16%
O=C(c1ccc(F)cc1)C1CCN(C(=S)Nc2ccccc2Cl)CC1	-5%	-4	0%	-2%	3	1%	-1	0	3%	-2%
CC(C)Cc1nnc(NC(=O)CCC(=O)N2CCN(Cc3ccc(F)cc3)CC2)s1	0%	-8	8%	-15%	3	-2%	7	-4	5%	?
N#C/C(N=Nc1ccccc1O)=N\Nc1ccccc1O	-13%	0	.	.	4	10%	34	.	.	-37%
COc1ccccc1NC(=O)CSc1nnnn1C1CCCC1	33%	-4	10%	-6%	9	5%	11	1	-9%	0%
COc1ccc(C(C)NC(=O)C2C(=O)NC3(C)CC2c2ccccc2O3)cc1 (stereo not drawn)	0%	3	-1%	6%	4	1%	11	4	1%	11%
Cc1ccc(C)c(OCC(=O)NNC(=O)CCN2CCN(c3ccccc3)CC2)c1	6%	-2	.	.	6	16%	24	.	.	-23%
CC(C)(C)OC(=O)NCCCCCNC(=O)c1[nH]cnc1C(=O)N[C@@H](Cc1ccccc1)C(=O)OC(C)(C)C	-7%	5	.	.	.	-3%	-14	.	.	-37%
CC(C)CCN1C(=O)CCC1(C)C(=O)NC1CCCCCC1 (stereo not drawn)	3%	0	0%	2%	1	0%	-13	0	-1%	-3%
Cc1ccc2c(Cl)c(C(=O)Nc3ccc4c(c3)OCO4)sc2c1	28%	11	3%	5%	1	1%	7	3	20%	27%
O=C(NCC(c1ccc(F)cc1)N1CCOCC1)c1ccc(-c2ccccc2)cc1 (stereo not drawn)	-2%	-4	.	.	.	0%	-35	.	.	?
COc1ccc(CN(C(=O)CCC(=O)Nc2cc(C)on2)C(C(=O)NC(C)(C)C)c2cccc(OC)c2OC)cc1 (stereo not drawn)	-3%	-8	0%	-20%	5	-1%	-4	1	2%	9%
CSc1ccc(C(=O)C2CCCN(C(=O)c3cccc(N4CCOCC4)c3)C2)cc1 (stereo not drawn)	-1%	-1	3%	-7%	?	-3%	9	4	?	-43%
O=c1c2c3c(sc2n(CCN2CCOCC2)c(=O)n1Cc1ccco1)CCCCC3	-5%	3	4%	-3%	-1	9%	-6	-4	-13%	-23%
CNC(=S)Nc1cc(S(=O)(=O)Nc2cc(Cl)ccc2Cl)ccc1N1CCCC1	0%	9	0%	-1%	4	2%	14	5	9%	?
CCCn1cnc2c(oc3ccccc32)c1=O	2%	-2	.	12%	-3	-1%	-5	0	4%	?
O=[N+]([O-])c1ccc(CNC2CCCc3ccccc32)cc1 (stereo not drawn)	-1%	i	5%	-12%	-3	1%	4	6	?	29%
COc1cccc(CC(=O)Nc2nc(-c3ccc(F)c(F)c3)cs2)c1	-5%	-4	4%	-3%	?	4%	-94*	1	-4%	5%
COc1ccc2c(c1)cc1n2CCN=C1N	239%[activator]	1	0%	11%	-2	8%	-6	0	19%	4%
OC1(c2ccccn2)COc2ccccc2O1 (stereo not drawn)	-2%	1	-3%	-8%	-7	18%	3	-8	-7%	5%
COc1ccccc1OCCOc1ccc(/C=N/n2cnnc2)cc1	1%	-3	-3%	-3%	1	-3%	-7	4	2%	2%
Cc1c(CCC(=O)NCCCn2ccnc2)c(=O)oc2cc3occ(C(C)(C)C)c3cc12	15%	-3	3%	-6%	25	-3%	-13	4	2%	-11%
O=C(O)c1ccccc1NS(=O)(=O)c1ccc2c(c1)OCCO2	2%	-7	2%	4%	-2	-3%	-19	19	-6%	-27%
